AID2073: disruptors of CaV2.2 binding to Mint1 – biochemical, HTRF (AID 2073) | HTRF protein-protein interaction, Mint1-CaV2.2; higher % means a stronger effect | one-dose inhibition, % at 20 µM; IC50 in µM for titrated hits | hit rate 0.19% among 290,000; in the data active = inhibition mostly above about 51%, no sharp cut-off; inconclusive = no clear call, values can overlap the other calls; inactive = mostly below about 53%; also: some results filed as inactive read as strong as hits
HIV peptide binding: inhibitors of HIV fusion peptide binding, primary screen, biochemical, uHTS, fluorescence dequenching (AID 1986) | cell-free peptide binding, fluorescence dequenching, 30 min; higher % means a stronger effect | inhibition, % at 20 µM, or IC50 in µM where a hit was titrated | hit rate 0.3% among 290,000; in the data active = inhibition mostly above about 52%, no sharp cut-off; inactive = mostly below about 76%; also: some results filed as inactive read as strong as hits
NOD1 NF-kB reporter: inhibition of NOD1-driven NF-kB reporter – cell-based, luminescence, uHTS, primary screen (AID 1578); NOD1-driven NF-kB luciferase reporter cells, luminescence; higher % means a stronger effect; inhibition, % at 4 µM, or EC50 in µM where a hit was titrated; hit rate 1% among 290,000; in the data active = inhibition mostly above about 36%, no sharp cut-off; inactive = mostly below about 34%;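 also: HEK-293T reporter cells stimulated with the NOD1 agonist gamma-tri-DAP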
KOR beta-arrestin-1: kappa opioid receptor activators – cell-based, luminescence, uHTS, primary screen (AID 1777); KOR beta-arrestin recruitment, luminescence; higher % means a stronger effect; activation, % at 10 µM; hits with a dose series show EC50 in µM; hit rate 0.02% among 280,000; in the data active = activation above about 50%, passing the limit was not always enough; also: a part of the inactive calls stands beside numbers as strong as those of hits
GPR35 arrestin U2OS: inhibition of zaprinast-stimulated GPR35 beta-arrestin translocation – imaging, U2OS, beta-arrestin-GFP, zaprinast agonist, primary screen (AID 2058); U2OS GPR35 beta-arrestin-GFP translocation imaging, zaprinast antagonism; higher % means a stronger effect; inhibition, % at 10 µM; hits with a dose series show IC50 in µM; hit rate 0.052% among 290,000;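 active = inhibition of at least 50% with at least 30 cells and total cytoplasm GFP at most 10,000,000; inconclusive = under 30 cells or total GFP of 10,000,000 plus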
KOR beta-arrestin-2: kappa opioid receptor blockers – cell-based, luminescence, uHTS (AID 1778) | KOR beta-arrestin recruitment, luminescence, antagonist mode; higher % means a stronger effect | hit rate 0.091% among 290,000 | inhibition, % at 10 µM, or IC50 in µM where a hit was titrated; in the data active = inhibition above about 50%; also: strong numbers were not always called active
GPR55 beta-arrestin: GPR55 agonists via beta-arrestin recruitment, primary screen, imaging, U2OS cells, beta-arrestin-GFP redistribution (AID 1961); U2OS GPR55 beta-arrestin-GFP redistribution imaging; higher % means a stronger effect; one-dose activation, % at 10 µM; EC50 in µM for titrated hits; hit rate 0.048% among 290,000;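 active = activation above 40% with more than 50 cells counted in the well; inconclusive = wells holding fewer than 50 cells, flagged as toxic or sparse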;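 also: U2OS osteosarcoma cells stably expressing GPR55 and beta-arrestin-GFP; plate controls were DMSO negative control for no effect and LPI positive control for full effect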
GPR55 antagonists: GPR55 antagonists blocking LPI-driven arrestin recruitment, primary screen, imaging, U2OS, beta-arrestin-GFP, LPI agonist (AID 2013); one-dose inhibition, % at 10 µM; IC50 in µM for titrated hits; U2OS GPR55 beta-arrestin-GFP translocation imaging, LPI antagonism; higher % means a stronger effect; hit rate 0.13% among 290,000;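 active = spots per cell inhibited over 60%, with over 100 cells counted and total cytoplasm intensity under 500,000; inconclusive = wells with under 100 cells, flagged as likely toxic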;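 also: U2OS cells stably carrying GPR55 and arrestin-GFP stimulated by 5 µM LPI near EC80; imaged beta-arrestin-GFP aggregate spots per cell after agonist stimulation; plate controls were LPI-stimulated DMSO wells for no effect and DMSO wells without LPI for full effect; some results filed as inactive read as strong as hits; confirmed hits need IC50 under 10 µM and bright autofluorescent wells are also inconclusive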
Siah-1 displacement: Siah-1 peptide-binding antagonists, primary screen, biochemical, fluorescence polarization, rhodamine-plectin, uHTS (AID 1817) | one-dose displacement, % at 20 µM; IC50 in µM for titrated hits | Siah-1 / rhodamine-plectin peptide fluorescence polarization; higher % means a stronger effect | hit rate 0.02% among 290,000;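 active = displacement of at least 50% at 20 µM, with a fluorescence ratio check between 0.3 and a set limit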;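 also: plate controls were Siah plus tracer with DMSO for no effect and tracer alone without Siah for full effect; strong numbers were not always called active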
Numbers without * were called inactive; ? = inconclusive; · = not tested or not shown; [ ] = remark or other dose.

SMILES | AID2073 | HIV peptide binding | NOD1 NF-kB reporter | KOR beta-arrestin-1 | GPR35 arrestin U2OS | KOR beta-arrestin-2 | GPR55 beta-arrestin | GPR55 antagonists | Siah-1 displacement
Cc1cccnc1NC(=S)NCCc1ccccc1 | ? | -1.3% | -34% | -5.9% | -15% | 2% | -0.2% | 15% | 0%
O=C(CCc1ccccc1)Nc1nc2n(n1)C(c1ccc(Cl)cc1)CC(=O)N2 (configuration not stated) | -2% | -0.3% | -25% | · | 6% | -29% | -0.1% | 5% | 0%
Oc1ccc(Cl)cc1CNc1nccs1 | -18% | -1.9% | 46% | -0.9% | -10% | -48%[20 µM] | -0.1% | 13% | 3%
CSCC[C@@H](C(=O)Nc1ccc2c(c1)OCCO2)N1Cc2ccccc2C1=O | -7% | -1.4% | -36% | -2.5% | -7% | 34% | -0.1% | 10% | 2%
O=C(NCC1CCN(c2ccc(S(=O)(=O)N3CCOCC3)cc2)CC1)c1cccc(Cl)c1 | 7% | 2.9% | 3% | -2.2% | 2% | -35% | 0.0% | 14% | -2%
O=C(CCc1nc(-c2ccccc2F)no1)NCCN1CCOCC1 | 5% | 1.3% | 2% | -4.9% | 4% | -1% | 0.1% | 5% | 1%
Cc1cc(NC(=O)c2cc(C)on2)no1 | -3% | -0.4% | -23% | -2.5% | 10% | 0% | 0.1% | -2% | -2%
Cc1nn(-c2ccccc2)c(C)c1CN | -3% | 2.0% | -30% | -1.4% | 11% | -19% | -0.2% | 5% | 0%
CCOc1c(Br)cc(CNc2ncn[nH]2)cc1OC | 5% | -1.0% | -10% | -1.4% | -11% | -4% | -0.2% | 4% | 6%
COc1ccccc1C(=O)Nc1ccc2nc(SCC(=O)N(C)C)sc2c1 | 8% | -1.2% | -21% | -0.7% | 7% | -18% | 0.5% | 4% | -2%
Cn1c(C(=O)NCCCN2CCCC2=O)cc2c(=O)n(C)c3ccccc3c21 | -3% | -2.8% | -34% | 4.9% | 4% | 13% | -0.1% | -7% | 3%
COCCNC(=O)CSc1ccccc1C(=O)NCC1CCCCC1 | -8% | -1.9% | -25% | -3.2% | -16% | 0% | -0.2% | -2% | -5%
O=C(O)c1ccccc1NS(=O)(=O)c1cccc2cccnc12 | -7% | 4.1% | -12% | 0.0% | 11% | 2% | 0.0% | -8% | 2%
S=c1[nH]nc(Cn2nnc3ccccc32)n1-c1ccc(Cl)cc1 | 8% | -0.2% | -23% | -3.9% | 4% | 23% | -0.2% | 8% | -2%
CC(=O)C1=C(C)NC(SCC(=O)c2ccc(F)cc2)=C(C#N)C1CC(C)C (configuration not stated) | -27% | -2.8% | 48% | -2.3% | 20% | -51% | 0.2% | 10% | -3%
CCn1nc(NS(=O)(=O)c2ccc(NC(C)=O)cc2)c2cc3ccc(C)cc3nc21 | 20% | 1.4% | -15% | -1.6% | -8% | 10% | -0.1% | 6% | -4%
CCOc1c2ccc(C(=O)NCc3ccccc3OC)cc2nn1CC | 12% | 0.5% | -2% | -0.9% | 19% | 5% | 0.0% | 9% | 2%
CCOc1ccc2[nH]c(=O)c(C(c3nnnn3Cc3ccco3)N3CCC(C)CC3)cc2c1 (configuration not stated) | 46% | 54% | -5% | 2.3% | -11% | 22% | -0.2% | 11% | 0%
O=C(NCCCN1CCOCC1)c1ccc(N2CCCC2)c([N+](=O)[O-])c1 | -6% | 1.5% | -43% | · | -5% | -47%[20 µM] | 0.2% | 18% | 0%
O=C(NC(c1ccc(Cl)cc1)c1cc(Cl)c2cccnc2c1O)c1cccnc1 (configuration not stated) | 37% | -1.3% | -37% | 3.1% | 1% | 32% | 0.2% | 10% | -12%

Nothing new here: four of the compounds above.
SMILES | AID2073 | HIV peptide binding | NOD1 NF-kB reporter | KOR beta-arrestin-1 | GPR35 arrestin U2OS | KOR beta-arrestin-2 | GPR55 beta-arrestin | GPR55 antagonists | Siah-1 displacement
Cc1cccnc1NC(=S)NCCc1ccccc1 | ? | -1.3% | -34% | -5.9% | -15% | 2% | -0.2% | 15% | 0%
O=C(CCc1ccccc1)Nc1nc2n(n1)C(c1ccc(Cl)cc1)CC(=O)N2 (configuration not stated) | -2% | -0.3% | -25% | · | 6% | -29% | -0.1% | 5% | 0%
Oc1ccc(Cl)cc1CNc1nccs1 | -18% | -1.9% | 46% | -0.9% | -10% | -48%[20 µM] | -0.1% | 13% | 3%
CSCC[C@@H](C(=O)Nc1ccc2c(c1)OCCO2)N1Cc2ccccc2C1=O | -7% | -1.4% | -36% | -2.5% | -7% | 34% | -0.1% | 10% | 2%

Later entries.
SMILES | AID2073 | HIV peptide binding | NOD1 NF-kB reporter | KOR beta-arrestin-1 | GPR35 arrestin U2OS | KOR beta-arrestin-2 | GPR55 beta-arrestin | GPR55 antagonists | Siah-1 displacement
COc1ccccc1/C=C/C=N/NC(=O)CN1CCN(S(=O)(=O)c2ccc(C)cc2)CC1 | ? | 0.4% | 5% | -5.1% | -6% | 19% | -0.1% | 6% | 3%
Cc1cccc2nc(CSc3nc4ccc([N+](=O)[O-])cc4[nH]3)cn12 | 3% | 2.5% | -17% | -8.1% | -3% | -40% | -0.3% | 2% | 16%
COc1ccc(-c2cn(-c3ccc(C)cc3C)c(=S)[nH]2)cc1OC | -32% | -3.2% | · | 0.6% | -11% | 16% | -0.1% | -1% | -4%
Cc1nn(-c2ccccc2)c(C)c1-c1cc(C(=O)N/N=C/c2ccc(O)cc2)[nH]n1 | 1% | 1.5% | 1% | -1.5% | -14% | 26% | 0.2% | -6% | 4%
CC(=O)c1ccc(N2CCN(C(=O)c3ccc4nc[nH]c4c3)CC2)cc1 | 2% | -2.3% | -10% | 2.6% | 14% | -27% | 1.1% | 3% | -1%
COc1cccc(-c2nnc(SCC(N)=O)n2-c2ccc(Cl)cc2)c1 | -1% | -1.0% | -28% | -2.2% | -14% | 24% | -0.2% | -3% | -1%
Cc1cccc(N2CCN(C(=O)c3c(-c4ccccc4)noc3C)CC2)c1C | -9% | 1.6% | -2% | 0.8% | 10% | -114% | -0.1% | -13% | -1%
Cc1csc(NC(=O)Cc2ccc(F)cc2)n1 | 3% | 1.4% | -46% | 3.6% | -1% | -38%[20 µM] | -0.1% | 10% | 0%
CC(C)(C)c1ccc(C(=O)Nc2ccc([N+](=O)[O-])cn2)cc1 | 18% | -0.6% | -60% | 2.6% | 10% | · | -0.4% | 17% | 8%
Brc1cnc2nc(SCc3nc4ccccc4[nH]3)[nH]c2c1 | 10% | -0.4% | -3% | -4.0% | 5% | 18% | 2.5% | 8% | 5%
COc1ccc(/C=C/C(=O)c2ccc(NC3=NCCCS3)cc2)cc1OC | 26% | 0.9% | 44%* | 3.3% | 1% | -24% | 0.6% | 6% | -5%
Cc1ccc2[nH]c(=O)c(CN(CCCN3CCOCC3)C(=O)Nc3cccc(Cl)c3)cc2c1 | 0% | -1.5% | -25% | 1.6% | 5% | 23% | 0.1% | 15% | 0%
COc1ccc2[nH]c(C(=O)Nc3ccccc3Cl)cc2c1 | 16% | -1.0% | -7% | 4.5% | -2% | 19% | 1.2% | 3% | 2%
Cn1c(=O)c2c(O)c(C=NCc3ccccc3)c(=O)n(C)c2n(C)c1=O | -10% | -0.2% | -2% | 1.0% | 23% | 9% | 0.3% | 8% | 3%
Cc1ccc(NCc2ccncc2)c(Br)c1 | 5% | -0.9% | 64%* | 1.6% | -4% | 29%[20 µM] | 0.0% | -7% | 1%
Cc1cc(F)c(F)c(C(=O)N2CCN(C)CC2)c1Cl | 0% | -1.0% | 15% | -2.8% | 14% | -9% | -0.2% | 6% | -3%
CCn1c(NCc2ccccc2NS(=O)(=O)c2ccc(C)cc2)nc2ccccc21 | 6% | -1.9% | 48% | -3.1% | 9% | -17% | 0.3% | 41% | -6%
Cc1ccc2cccc(SCC(=O)N3CCOCC3)c2n1 | -10% | -3.0% | 28% | 1.8% | 9% | 16% | 0.2% | 4% | -6%
Cc1onc(-c2ccccc2)c1C(=O)NC(CC(=O)O)c1ccc(OC(C)C)cc1 (configuration not stated) | 8% | -2.6% | 4% | 1.4% | 4% | -9% | -0.1% | 21% | -3%
COc1ccc(C(=O)OCC2CC(c3ccccc3)N(C)O2)cc1 (configuration not stated) | 4% | -1.0% | 6% | -0.5% | 15% | -21% | 0.2% | 12% | 3%
CC(=O)Nc1ccc(S(=O)(=O)NC(CC(=O)O)c2ccc(OC(C)C)cc2)cc1 (configuration not stated) | -8% | -0.8% | -4% | 1.5% | 15% | 17% | -0.1% | 15% | 4%
CCOC(=O)c1nc(N)c(=O)n(-c2ccc(C)cc2)n1 | 2% | -1.1% | -19% | -6.0% | -3% | -21% | 1.2% | 6% | 3%
COc1ccc(N2CCN(S(=O)(=O)CCNC(=O)COc3ccccc3OC)CC2)cc1 | 2% | -1.4% | -14% | -4.1% | -8% | -12% | 0.1% | 3% | 2%
CCN1C(=O)c2ccccc2Sc2ccc(C(=O)NCCC(C)C)cc21 | 5% | -1.1% | -8% | -6.2% | -9% | 2% | -0.3% | 0% | 4%
CCCCCCCCCCCCCCCCn1cc[n+](CC(C)=O)c1 | -1% | 14µM* | -17% | 1.5% | 0% | -15% | 0.5% | 87% | 4%
O=C(O)C1C2CCC(C2)C1C(=O)NCCc1ccccc1 (configuration not stated) | 3% | 1.2% | -43% | -2.8% | 10% | -27%[20 µM] | -0.4% | 3% | 2%
Cc1c(NC(C)c2cc(Cl)ccc2O)c(=O)n(-c2ccccc2)n1C (configuration not stated) | -13% | -0.6% | 4% | -1.2% | 0% | -12% | -0.1% | 4% | -4%
CC1CCC(C(C)C)C(=O)/C1=C/c1ccc(N)cc1 (configuration not stated) | -3% | 0.0% | -7% | -3.7% | 4% | 12% | -0.1% | 17% | 17%
Cc1ccc(CC(=O)O/N=C(\N)Cc2ccc([N+](=O)[O-])cc2)cc1 | -4% | -0.7% | 3% | -0.5% | -14% | -4% | -0.3% | 14% | 4%
O=C(NC1CC1)c1ccc(-c2ccccc2)cc1 | -2% | -0.3% | -27% | 0.3% | 16% | -32% | 0.2% | 7% | -5%
O=C(NCc1ccco1)C1CC2CCC1C2 (configuration not stated) | -6% | -2.6% | -2% | -9.0% | 10% | 2% | -0.1% | 13% | -2%

Screens: PubChem BioAssay, Sanford-Burnham Center for Chemical Genomics

The list is partial, so the mix of outcomes need not match the whole.
